HT1080 viability: cytotoxicity in HT1080 fibrosarcoma cells, cell-based, fluorescence readout (AID 620) | cytotoxicity, % at 10 µM; hits with a dose series show EC50 in µM | HT1080 viability, fluorescence; higher % means a stronger effect | 0.42% of 87,000 active; in the data active = cytotoxicity above about 50%;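 also: cells exposed to compound overnight then 4 h with Alamar Blue; 0% = vehicle DMSO and 100% = killing control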
The depositor's hits bear a star. A portion of the library (hit frequency here may not be typical).

COc1ccc(OC)c(CNn2c(-c3cccc(C)c3)nc3ccccc3c2=O)c1
  HT1080 viability: 30.9%

CC1=C(C#N)C(Nc2cc(C)ccn2)(C(F)(F)F)C(=O)N1 (stereo unspecified)
  HT1080 viability: -6.6%

CCOC(=O)CNc1c(-c2ccccc2)nc2ccc(Cl)cn12
  HT1080 viability: 24.2%

Nc1nc(SCc2ccccc2Cl)n[nH]1
  HT1080 viability: 9.6%

CCCCCCOC(=O)CCc1c(C)nc(N)[nH]c1=O
  HT1080 viability: -3.6%

Cc1nn(-c2ccccc2)c(N2CCCC2)c1/C=N/O
  HT1080 viability: -4.6%

Cc1cc(N2CCN(S(=O)(=O)c3ccc(C)c(C)c3)CC2)c2ccccc2n1
  HT1080 viability: -10.3%

CCOC(=O)C1=C(C)N(CCCC(=O)O)C(=O)NC1c1cccs1 (stereo unspecified)
  HT1080 viability: -12.3%

Cc1nc(Oc2ccccc2)c2oc3ccccc3c2n1
  HT1080 viability: -1.4%

CCOC(=O)/C(=N\Nc1ccc(OC)cc1)c1csc(Nc2ccccc2)n1
  HT1080 viability: -11.6%

CCOCCCNC(=O)C(NC(=O)c1cnccn1)c1ccc(C)cc1 (stereo unspecified)
  HT1080 viability: -15.1%

CCCCN(C(=O)Cn1nnc2ccccc21)C(C(=O)NCCOC)c1cccs1 (stereo unspecified)
  HT1080 viability: -1.8%

O=C(NC1CC1)C1CCN(Cc2cnn(-c3ccccc3)c2-n2cccc2)CC1
  HT1080 viability: 0.6%

COc1ccc(COC(=O)Nc2cc3c(C(F)(F)F)nn(C)c3s2)cc1
  HT1080 viability: -5.7%

CC(C)N(C(=O)c1ccccc1-c1ccccc1)C(C)C
  HT1080 viability: -18.0%

Overlap with the part before: 4 compounds; new compounds follow.
CCCCN(C(=O)Cn1nnc2ccccc21)C(C(=O)NCCOC)c1cccs1 (stereo unspecified)
  HT1080 viability: -1.8%

O=C(NC1CC1)C1CCN(Cc2cnn(-c3ccccc3)c2-n2cccc2)CC1
  HT1080 viability: 0.6%

COc1ccc(COC(=O)Nc2cc3c(C(F)(F)F)nn(C)c3s2)cc1
  HT1080 viability: -5.7%

CC(C)N(C(=O)c1ccccc1-c1ccccc1)C(C)C
  HT1080 viability: -18.0%

CC(=O)c1cnc2cc(-c3ccc(Cl)cc3)nn2c1C
  HT1080 viability: -9.9%

Cc1cc(C)n(C(=O)c2ccc(C)c(S(=O)(=O)N3CCCCC3)c2)n1
  HT1080 viability: -3.3%

COc1ccccc1C(=O)Nc1ccc(C(=O)N2CCCC2)cc1
  HT1080 viability: -16.3%

COC(=O)c1c(C(=O)OC)c2cc(C(=O)c3ccccc3)ccn2c1Cl
  HT1080 viability: -5.4%

CCSc1nc(-c2ccc(OC)cc2)cc(-c2ccccc2)c1C#N
  HT1080 viability: -2.1%

O=C(CSc1ccc2c(c1)OCCO2)Nc1ccc(Br)cc1
  HT1080 viability: 1.6%

CCOC(=O)CC1NC(=O)c2ccccc21 (stereo unspecified)
  HT1080 viability: -8.9%

CCC(=O)c1ccc(N2CCOCC2)c(F)c1
  HT1080 viability: 1.9%

CCOc1ccc(/C=C2/SC(=S)N(n3c(C)ccc3C)C2=O)cc1
  HT1080 viability: -16.1%

O=c1c2c(C(F)(F)F)cc(C(F)(F)F)nc2[nH]n1-c1ccccc1
  HT1080 viability: 14.4%

CCOC(=O)CCSc1nc(C)c2cc(C)ccc2n1
  HT1080 viability: 7.8%

Cc1c(Cl)cnc(NC(=O)CSc2nnc(C)n2Cc2ccccc2)c1Cl
  HT1080 viability: 7.6%

COc1ccc(NC(=O)N2CCN(c3cccc(C(F)(F)F)c3)CC2)cc1OC
  HT1080 viability: 3.6%

COC(=O)C1=C(C)N(CCCC(=O)O)C(=O)NC1c1cc2c(cc1[N+](=O)[O-])OCO2 (stereo unspecified)
  HT1080 viability: -1.4%

COc1cc2cc(C#N)c(SCC(=O)N3CCOCC3)nc2cc1OC
  HT1080 viability: 13.4%

Three compounds picked at random from those above, as already listed:
CCCCCCOC(=O)CCc1c(C)nc(N)[nH]c1=O
  HT1080 viability: -3.6%

CCOC(=O)/C(=N\Nc1ccc(OC)cc1)c1csc(Nc2ccccc2)n1
  HT1080 viability: -11.6%

Cc1cc(C)n(C(=O)c2ccc(C)c(S(=O)(=O)N3CCCCC3)c2)n1
  HT1080 viability: -3.3%

Back to the main list; the 2 compounds before the break are reprinted first.
COC(=O)C1=C(C)N(CCCC(=O)O)C(=O)NC1c1cc2c(cc1[N+](=O)[O-])OCO2 (stereo unspecified)
  HT1080 viability: -1.4%

COc1cc2cc(C#N)c(SCC(=O)N3CCOCC3)nc2cc1OC
  HT1080 viability: 13.4%

CCOC(=O)CC1C(=O)NCCN1C(=O)NC1CCCCC1 (stereo unspecified)
  HT1080 viability: -8.7%

N#CCc1c(C#N)c(N)nc(N2CCN(c3ccc(F)cc3)CC2)c1C#N
  HT1080 viability: 11.9%

Cn1nc([N+](=O)[O-])nc1Oc1ccc2ccccc2c1
  HT1080 viability: -1.6%

CCN(CC)S(=O)(=O)c1ccc(C(=O)OCCNC(=O)c2cccnc2)cc1
  HT1080 viability: -13.0%

Cc1csc(SCC(=O)NC2CCCCC2)n1
  HT1080 viability: 18.4%

Cn1c(=O)n(-c2cccc(Cl)c2)c(=O)c2c3c(sc21)COC(C)(C)C3
  HT1080 viability: -7.0%

CC1(C)Cc2cccc(OCC(=O)Nc3cccnc3Cl)c2O1
  HT1080 viability: -1.4%

O=C1c2cccnc2C(=O)N1Cc1ccc(Cl)cc1
  HT1080 viability: 9.1%

Cc1occc1C(=O)NCc1ccccc1
  HT1080 viability: -1.2%

COC(=O)C(NC(C)=O)(Nc1nc2ccc(C)cc2s1)C(F)(F)F (stereo unspecified)
  HT1080 viability: -4.2%

c1nnc(NC2=NCCC2)s1
  HT1080 viability: -0.3%

O=c1c2cc(Br)ccc2nc2n1CCCCC2
  HT1080 viability: -8.5%

O=C(Nc1ccc(F)c(F)c1)c1cc(S(=O)(=O)N2CCN(c3ccccn3)CC2)ccc1F
  HT1080 viability: -2.9%

CC1(C)Cc2ccccc2-c2c1c(=O)n(Cc1ccccc1)c1nnnn21
  HT1080 viability: -2.2%

CC1=CC(C)(C)N(S(=O)(=O)c2ccc(C)cc2)c2cc(C)ccc21
  HT1080 viability: 63.7%*

Cc1cc(C)c2c(C)c(C(=O)NCc3ccncc3)oc2c1
  HT1080 viability: 4.9%

CCCc1nccn1S(=O)(=O)c1cc(OC)ccc1OC
  HT1080 viability: 2.4%

CCOC(=O)c1c(-c2ccccc2)n(C)c2ccc(O)cc12
  HT1080 viability: -2.0%

O=C1CN(C(=O)C2CC2)c2ccccc2N1
  HT1080 viability: -3.4%

O=C(N/N=C/c1ccccc1Br)c1ccc(CSc2cccc3cccnc23)cc1
  HT1080 viability: -5.0%

CC1=C(C#N)C(Nc2ccc(Cl)cn2)(C(F)(F)F)C(=O)N1 (stereo unspecified)
  HT1080 viability: 4.4%

CC(C)(C)C(=O)CSc1nnc(-c2cccs2)n1CC1CCCO1 (stereo unspecified)
  HT1080 viability: 6.8%

Cc1ccc(-c2noc(=O)n2CC(=O)Nc2ccc(S(=O)(=O)NC3CC3)cc2)cc1
  HT1080 viability: 3.5%

Cc1ccc(C(=O)OCC(=O)Nc2sc3c(c2C#N)CCCC3)cc1NC(=O)c1ccco1
  HT1080 viability: -0.7%

COc1ccc(-c2nc(C)c(C(C)=O)n2O)cc1
  HT1080 viability: -9.1%

COC(=O)c1cc(NC(=O)Nc2cc(OC)ccc2OC)cc(C(=O)OC)c1
  HT1080 viability: 10.1%

O=S(=O)(NC1CCCC1)c1ccc(S(=O)(=O)N2CCN(c3ccccc3)CC2)cc1
  HT1080 viability: -9.4%

O=C(Oc1cccc(NC(=O)c2ccco2)c1)c1ccc(Br)c(S(=O)(=O)N2CCCCC2)c1
  HT1080 viability: -10.0%

COc1ccc(/C(N)=N/OC(=O)c2ccc(C)c([N+](=O)[O-])c2)cc1OC
  HT1080 viability: 7.1%

O=C(COc1ccc(S(=O)(=O)N2CCCC2)cc1Cl)NC1CCCC1
  HT1080 viability: -12.9%

Exported as a markdown table: entries from further up.
| SMILES | HT1080 viability |
| --- | --- |
| CCCc1nccn1S(=O)(=O)c1cc(OC)ccc1OC | 2.4% |
| CCOC(=O)c1c(-c2ccccc2)n(C)c2ccc(O)cc12 | -2.0% |
| O=C1CN(C(=O)C2CC2)c2ccccc2N1 | -3.4% |
| O=C(N/N=C/c1ccccc1Br)c1ccc(CSc2cccc3cccnc23)cc1 | -5.0% |

Carrying on:
Cc1ccc(Cl)cc1NC1=NC(=S)N(C(C)C)C12CCCCC2
  HT1080 viability: -13.6%

CCc1ccc(Oc2cc(C)nc(N)n2)cc1
  HT1080 viability: 4.1%

CCCc1nc(NCc2ccc3c(c2)OCO3)c2nnn(Cc3ccccc3Cl)c2n1
  HT1080 viability: 11.3%

O=c1/c(=C/c2ccco2)sc2n1CN(c1cccc(Br)c1)CN=2
  HT1080 viability: -6.3%

CCCSc1nc(SCC(=O)NCc2ccccc2)c2c3c(sc2n1)COC(C)(C)C3
  HT1080 viability: -8.3%

C=CCn1c(SC2CCOC2=O)nc2sc(CC)cc2c1=O (stereo unspecified)
  HT1080 viability: -8.0%

O=C(C1CC1)N1CCc2[nH]c3ccccc3c2C1
  HT1080 viability: 8.1%

O=c1[nH]n2c(=O)c3c([nH]c2c1N=Nc1cccc(Cl)c1)CCCC3
  HT1080 viability: -6.3%

NNS(=O)(=O)c1ccc(Cc2ncc(C(F)(F)F)cc2Cl)s1
  HT1080 viability: 1.7%

O=C(Nc1ccccc1N1CCOCC1)c1ccccc1NS(=O)(=O)c1ccc(F)cc1
  HT1080 viability: 0.4%

NC(=O)C1CCN(Cc2nc3ccccc3c(=O)[nH]2)CC1
  HT1080 viability: -2.9%

CN(CC(=O)Nc1ccncc1)S(=O)(=O)c1ccc(Br)cc1
  HT1080 viability: -0.4%

CC(=O)N1CC=CC1(C)C(=O)NCC1CC1 (stereo unspecified)
  HT1080 viability: 7.9%

O=S(=O)(c1ccc(C2CCCCC2)cc1)N1CCCC1
  HT1080 viability: -9.0%

O=C(CSc1nnnn1-c1ccccc1)NCc1cccs1
  HT1080 viability: -7.8%

COc1ccc(C2N(C(=O)N3CCOCC3)CCN2S(=O)(=O)c2ccc(C)cc2)cc1 (stereo unspecified)
  HT1080 viability: 2.9%

CCCc1cc(-c2[nH]ncc2-c2ccc3c(c2)OCCCO3)c(O)cc1OC
  HT1080 viability: -8.9%

CC(=O)N1CCc2cc(S(=O)(=O)NC(Cc3ccccc3)C(=O)Nc3cc(C)ccn3)ccc21 (stereo unspecified)
  HT1080 viability: -8.5%

COC(=O)c1ccccc1NC(=O)CN(c1cc(OC)ccc1OC)S(C)(=O)=O
  HT1080 viability: -6.6%

CCN(CC)CCCn1c(=S)[nH]c2cc(C(=O)OC)ccc2c1=O
  HT1080 viability: 15.7%

CCOC(=O)c1cc(CC)sc1NC(=O)Cc1ccccc1
  HT1080 viability: 1.6%

Cc1ccc(C)n1NC(=O)c1ccccc1O
  HT1080 viability: 8.9%

CCOC(=O)N1CCN(CCC(=O)Nc2cc(OC)cc(OC)c2)CC1
  HT1080 viability: -1.1%

CCOC(=O)c1c(C)[nH]c(C)c1C(=O)COC(=O)[C@@H]1CCCN1S(=O)(=O)c1ccc(Cl)cc1
  HT1080 viability: 1.7%

CCC1(CC)NC(=O)N(CC(=O)NCc2ccc3c(c2)OCO3)C1=O
  HT1080 viability: -5.4%

COc1ccc(S(=O)(=O)CCC(=O)Nc2ccc(OC)cc2OC)cc1
  HT1080 viability: -20.9%

O=S(=O)(NC12CC3CC(CC(C3)C1)C2)c1ccc(F)cc1
  HT1080 viability: 4.8%

CC1CSc2ccccc2NC1=S (stereo unspecified)
  HT1080 viability: -3.0%

Cc1ccc2nc(-c3sc4nc(C)ccc4c3N)[nH]c2c1
  HT1080 viability: 13.3%

Cc1cc(C)cc(NC(=O)c2ccc(Cn3nc(C)c(Cl)c3C)o2)c1
  HT1080 viability: -9.3%

CN(c1ccc(OCC(=O)Nc2ccc3[nH]c(=O)[nH]c3c2)cc1)S(=O)(=O)c1ccc(Cl)cc1
  HT1080 viability: -3.9%

Cc1[nH]c2ccccc2c1C(c1ccccn1)N1CCC(C)CC1 (stereo unspecified)
  HT1080 viability: -4.5%

CC(C)[C@H](NC(=O)NCCc1ccccc1)C(=O)O
  HT1080 viability: -4.1%

CCc1nc2ccccc2c(C(=O)O)c1C
  HT1080 viability: 14.1%

CCCCC(=O)Nc1ccccc1C(=O)N1CCOCC1
  HT1080 viability: -14.1%

CO/N=C\Cc1oc(=O)c(NC(=O)c2ccccc2)cc1C(=O)OC
  HT1080 viability: 2.3%

CCOC(=O)c1c(NC(=O)c2ccccc2C)sc2c1CC(C)(C)OC2
  HT1080 viability: 1.5%

Cc1cc(C)c(NC(=O)CN2CCOCCOCCOCCOCC2)c(C)c1
  HT1080 viability: -4.4%

O=C(COc1ccc2ccccc2c1)Nc1nc2ccccc2[nH]1
  HT1080 viability: 2.0%

COc1ccc(NC(=O)NC2CC3CCCC(C2)N3Cc2ccccc2)cc1 (stereo unspecified)
  HT1080 viability: -6.3%

Cc1ccc(NC(=O)CSc2nnc(CCNC(=O)OC(C)(C)C)o2)c(C)c1
  HT1080 viability: -12.7%

COC(=O)[C@@H]1C[C@@H]2CC[C@@H](O)C[C@@H]2N1Cc1ccccc1OS(=O)(=O)c1ccc(C)cc1
  HT1080 viability: 5.8%

C=C(C)c1cccc(C(C)(C)NC(=O)N2CCCC(C)C2)c1 (stereo unspecified)
  HT1080 viability: 4.3%

COc1ccc(NC(=O)CCNS(=O)(=O)c2cccc3nsnc23)cc1OC
  HT1080 viability: 0.4%

COc1c(F)c(F)c(C(=O)Nc2ccc(N3CCN(Cc4ccccc4)CC3)cc2)c(F)c1F
  HT1080 viability: -8.1%

CC1=C(C(=O)OCc2ccccc2)C(c2ccc3ccccc3c2)NC(=O)N1CCCCCC(=O)O (stereo unspecified)
  HT1080 viability: -22.2%

O=S(=O)(Cc1cc(Sc2ccccc2)nc(-c2ccccc2)n1)c1ccccc1
  HT1080 viability: 5.0%

CCC1(C)N(O)C(C)(C)C(c2ccc(F)cc2)=[N+]1[O-] (stereo unspecified)
  HT1080 viability: 8.3%

COCCNC(=O)C(C)N(c1ccc(OC)cc1)S(C)(=O)=O (stereo unspecified)
  HT1080 viability: 12.5%
